Screening results: PubChem BioAssay, Broad Institute
RAD54 inh: RAD54 (human) branch migration inhibition. RAD54 Holliday junction branch migration, FAM/BHQ fluorescence. inhibition, % at 10.4 µM. 360,000 tested, 0.14% active. AID 602329;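 active = mean normalized replicate activity at least 40 and at least half of replicates scoring 40 or more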;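 also: 0% = median of neutral control wells and 100% = median of positive control wells; inhibitors cause a drop in the FAM fluorescence signal; in these data hits start at about 50%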
RAD52 inh: inhibitors of human RAD52 DNA annealing; P43351; recombinant RAD52 DNA annealing, FRET fluorescence; inhibition, % at 18.7 µM; 360,000 tested, 0.46% active; AID 651710;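 active = every replicate showing at least 50% inhibition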
EWS-Fli inh: blocks EWS/Fli oncoprotein-driven transcription. A673 NR0B1-luciferase reporter, viability-normalised. inhibition, % at 12.6 µM. 350,000 tested, 0.67% active;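 active = mean inhibition of at least 50% after viability correction, with every replicate also passing that limit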;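 also: firefly luciferase signal divided by Alamar Blue viability fluorescence both relative to DMSO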
S100A4 inh HTS: S100A4-myosin IIA interaction inhibition. S100A4/TAMRA-MyoIIA peptide fluorescence polarization. inhibition, % at 10.7 µM. 360,000 tested, 0.14% active. AID 652163;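 active = mean inhibition of at least 70% across replicates, with every replicate also reaching that level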
Target sequence (P26447 whole entry, looked up): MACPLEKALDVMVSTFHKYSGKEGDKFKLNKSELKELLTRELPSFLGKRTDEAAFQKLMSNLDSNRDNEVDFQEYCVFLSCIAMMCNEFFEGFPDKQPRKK
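Material: S100A4 monomer protein / Buffer or medium: 50 mM HEPES pH 7.2, 10 mM CaCl2, 100 mM KCl / Times: 5 min incubation before reading / Benchmarks: neutral control DMSO, positive control TFP / Reagent: labelled myosin peptide probe, 5 nM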
E-sel inducer: induces E-selectin expression in human endothelial cells; P16581; HUVEC E-selectin immunofluorescence imaging; normalized: neutral wells 0, TNF-alpha wells 100; activation, % at 7.58 µM; 260,000 tested, 0.37% active;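 active = mean E-selectin-positive cell signal at least 10% of the positive control, reached in at least 60% of replicates, without over 20% cell loss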;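 also: in these data hits start at about 27%; measured in HUVEC primary endothelial cells; signal is the percent of cells scored E-selectin positive by PE staining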
Target sequence (P16581 whole entry, looked up): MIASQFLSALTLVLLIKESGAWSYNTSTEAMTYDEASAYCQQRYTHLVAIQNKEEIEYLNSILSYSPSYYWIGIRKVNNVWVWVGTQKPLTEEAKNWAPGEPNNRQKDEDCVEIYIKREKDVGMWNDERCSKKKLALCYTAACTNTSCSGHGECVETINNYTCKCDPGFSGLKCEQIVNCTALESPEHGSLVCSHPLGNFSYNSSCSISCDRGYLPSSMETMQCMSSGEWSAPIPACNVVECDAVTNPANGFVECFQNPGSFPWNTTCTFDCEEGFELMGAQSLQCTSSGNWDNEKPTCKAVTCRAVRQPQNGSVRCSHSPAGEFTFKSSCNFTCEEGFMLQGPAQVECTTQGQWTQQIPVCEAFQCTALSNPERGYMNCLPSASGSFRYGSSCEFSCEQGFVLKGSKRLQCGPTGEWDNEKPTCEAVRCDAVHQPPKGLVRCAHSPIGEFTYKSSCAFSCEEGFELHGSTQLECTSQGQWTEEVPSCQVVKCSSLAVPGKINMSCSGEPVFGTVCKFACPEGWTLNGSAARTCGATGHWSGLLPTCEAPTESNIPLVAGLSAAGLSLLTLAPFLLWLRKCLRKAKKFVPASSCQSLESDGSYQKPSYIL
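Assay system: HUVEC primary endothelial cells. Input: 3,000 HUVEC seeded per well. Doses: one compound dose added by pin transfer. Read-out basis: % PE-positive cells. Benchmarks: TNF-alpha high, DMSO low. Detection: immunofluorescence imaging. Buffer or medium: EGM-2, gelatin.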
esBAF inh: SWI/SNF esBAF complex inhibition; mouse ES cells, Bmi1-luciferase knock-in reporter, 24 h; 100% = twice the neutral-well signal; reporter increase, % at 12.5 µM; 350,000 tested, 2% active; AID 602393; in the data active = activation above about 40%;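 also: 0% = median of the plate's neutral control wells and 100% = double that signal; a rise in the Bmi1 reporter signal indicates esBAF inhibition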
Xi reactivation: reactivates the inactive X chromosome in mouse fibroblasts | XiGFP mouse fibroblasts, % GFP-positive cells imaging, 3 d; cells co-treated with 5-aza-dC sensitizer; scaled so ellipticine positive control = 100% | activation, % at 7.58 µM | 360,000 tested, 0.055% active;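 active = mean normalized replicate activation at least 10% and every replicate at or above 10%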;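 also: 0% = median of on-plate neutral control wells and 100% = ellipticine 6 µM median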
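System: XiGFP fibroblasts, SV40-immortalized. Medium: DMEM plus 5-aza-dC sensitizer. Doses: single point. Timing: 3 d treatment, 15 min room-temperature fixation. Control set: ellipticine 6 µM.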
FN deposit inh: fibronectin deposition inhibition; AH1F fibroblasts, Alexa488-fibronectin deposition fluorescence, overnight; inhibition, % at 12.6 µM; 350,000 tested, 0.086% active;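 active = mean inhibition across replicates of 30% or more, regardless of how many single replicates reach that level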;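 also: positive control wells lacked labelled fibronectin entirely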
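Measured by – fluorescence 485/525 nm · System – AH1F fibroblast monolayer, labelled fibronectin deposition · Amount – 10000 cells per well · Buffer or medium – serum-reduced DMEM (2% serum) · Doses – single dose, pinned · Also added – fluorescent fibronectin at 24 nM final · Schedule – 1 h cell attachment, overnight exposure to compound and label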
Active calls of the source: *; . = not tested or not shown; & = joins results of further samples.

SMILES	RAD54 inh	RAD52 inh	EWS-Fli inh	S100A4 inh HTS	E-sel inducer	esBAF inh	Xi reactivation	FN deposit inh
COc1cccc(C(=O)CN2C(=O)C(C)(C)Oc3ccc(C(=O)N4CCOCC4)cc32)c1	-2.2	2.7	-5.3	15.8	1.8	.	-0.1	0.4
O=C1CN(Cc2ccccc2)C[C@H]2[C@@H](c3ccc(-c4ccccc4)cc3)[C@@H](CO)N12	.	-8.2	0.7	5.5	0.4	.	0.0	.
CCN(CC)S(=O)(=O)c1ccc(N=Cc2c(C)c(C#N)c(=O)n(C)c2O)cc1	.	-174.9	2.8	2.3	9.8	.	0.0	2.5
CCc1nc2ccc(C(=O)Nc3cccc(OCC(=O)N(C)C)c3)cn2c1N(CCN(C)C)CC1CC1	0.6	1.9	-1.5	-0.4	.	-3.6	0.0	3.8
Cc1[nH]c(C(=O)O)c(C)c1C(=O)OC(C)C	3.1	-17.0	.	-2.6	.	-5.7	.	10.8
Cn1c(=O)c2c(nc(Cl)n2CC(=O)N2CCCCC2)n(C)c1=O	-1.4	-3.0	0.0	-9.7	5.3	2.0	0.1	2.7
CCC(C)N(C(=O)CSc1nnc(-c2ccco2)n1C)C1CCS(=O)(=O)C1 (configuration not stated)	.	2.3	0.4	-10.2	.	.	0.2	.
O=C(CCCN1C(=O)/C(=C\c2cccs2)SC1=S)NNC(=O)c1ccncc1	.	-14.9	24.5	1.5	.	.	0.1	0.4
C[C@@H](O)C#Cc1cnc2c(c1)C(=O)N([C@@H](C)CO)C[C@H](C)[C@@H](CN(C)C(=O)CN(C)C)O2	-2.0	-1.3	-7.9	-3.6	-0.2	-3.3	0.1	2.2
CNC[C@@H]1Oc2ccc(NC(=O)NC3CCCCC3)cc2CC(=O)N([C@@H](C)CO)C[C@@H]1C	11.3	-3.6	7.1	-0.8	1.6	-6.4	0.0	-1.3
Cc1ccc(S(=O)(=O)Nc2nnc(C(C)(C)C)s2)cc1	-9.9	-16.8	12.7	-1.1	.	0.9	0.0	1.8
COc1ccc(C(=O)Nc2ccc(-c3n[nH]c(=S)o3)cc2)cc1	5.1	-6.5	3.9	-3.1	-1.7	14.8	0.0	10.0
O=C(Cc1cccc(C(F)(F)F)c1)Nc1ccccc1N1CCCC1	0.8	-6.4	.	-2.5	-0.1	2.6	0.0	.
O=S(=O)(c1ccccc1)N1CCC(Oc2ccc(-n3cnnn3)cc2)CC1	1.5	-11.1	7.5	1.5	.	0.0	0.0	3.6
C[C@@H]1CN([C@H](C)CO)C(=O)c2cc(Br)cnc2O[C@H]1CN(C)C	-8.6&-8.5	-3.9&7.1	1.4&-15.9	-1.2&4.6	2.9&0.1	-5.7&-0.6	0.5	3.3&1.1
C=C(C(=O)Nc1ccccc1)c1ccc(C)cc1	-4.5	-3.0	-16.0	14.1	-0.2	-1.2	0.0	3.4
O=C(CN1CCCCC1)Nc1ccc(N2CCCCCC2)cc1	.	61.7*	-8.8	3.4	1.3	.	0.3	-3.0
COCCCNC(=O)c1cc2cc3cc(OC)ccc3nc2o1	8.8	-6.0	-37.2	-10.2	0.1	9.0	0.0	5.4
CO[C@H]1CN(C)C(=O)c2cc(NS(=O)(=O)c3ccccc3)ccc2OC[C@@H](C)N(Cc2nccs2)C[C@@H]1C	4.8	-3.4	-2.1	-13.7	-0.1	3.2	0.2	-0.5
CCOC(=O)[C@]12CCC=C1N(Cc1ccccc1)C(=O)[C@H](CC(=O)NCC13CC4CC(CC(C4)C1)C3)C2	.	-19.2	-3.3	-8.2	0.4	.	0.1	.
O=S(=O)(N[C@@H]1CCCN(Cc2ccc(OCCO)cc2)C1)c1cccc2cccnc12	-24.4	8.4	1.0	2.5	.	.	.	.
Cc1cc2c(C)nc(N/N=C/c3ccc([N+](=O)[O-])cc3)nc2o1	.	-93.0	-2.4	0.1	.	.	0.1	-2.8
CCCCN(CCCC)CCC(O)c1cc2c(Cl)cc(Cl)cc2c2cc(C(F)(F)F)ccc12 (configuration not stated)	6.4	1.6	13.7	0.2	0.7	-3.2	0.0	10.7
Cc1cc(C)nc(N2N=C(C(F)(F)F)CC2=O)n1	.	-17.4	2.6	-5.1	-0.1	2.3	0.3	8.5
CC(=O)N/C(=N\OCc1ccccc1Cl)c1nonc1NC(C)=O	-7.8	-10.9	-35.6	18.8	.	0.5	-0.1	0.4
Next structures:
SMILES	RAD54 inh	RAD52 inh	EWS-Fli inh	S100A4 inh HTS	E-sel inducer	esBAF inh	Xi reactivation	FN deposit inh
CC(C)NC(=O)N1[C@H](CO)[C@@H](c2ccccc2)[C@@H]1CN(C)C(=O)c1ccncc1	-3.2	.	2.4	.	-0.2	1.2	0.1	-1.1
CC1CCc2sc(C(=O)N(C)CC(=O)Nc3cccc(F)c3)cc2C1 (configuration not stated)	-9.8	-9.9	-20.2	-5.9	.	10.0	0.1	2.4
Cc1ccc(Nc2c(-c3ccc(N4CCOCC4)cc3)nc3ncccn23)cc1C	-1.2	-18.5	5.3	-13.8	-0.8	3.2	0.1	2.6
O=S(=O)(c1ccccc1)c1cnc2ccccc2c1	11.3	-11.0	-3.5	2.5	-0.1	1.2	0.1	7.2
CCC1OC(C(C)C)Cc2[nH][nH]c(=O)c21 (configuration not stated)	.	3.0	-13.2	1.9	0.1	.	-0.1	14.6
COc1ccc(N2CCN(C(=O)c3ccc4c(c3)CC(c3ccccc3)OC4=O)CC2)cc1 (configuration not stated)	-15.8	-3.3	4.3	2.4	0.4	14.5	0.0	12.1
C[C@H]1CCCCO[C@@H](CN(C)CC2CCCCC2)[C@@H](C)CN([C@@H](C)CO)C(=O)c2cc(NS(=O)(=O)c3ccccc3)ccc2O1	4.9	30.6	13.2	-0.8	0.0	0.4	0.1	.
O=C(/C=C/c1c(F)cccc1Cl)N1CCc2ccccc2C1	-1.6	-11.2	-40.3	-2.9	.	25.3	0.0	-15.2
O=C(COc1nsnc1N1CCOCC1)Nc1cccc(Cl)c1	-3.0	-14.4	2.9	4.1	.	.	-0.1	13.0
COc1cccc(CN2CCN(C3CCN(c4cccc(C)c4C)CC3)CC2CCO)c1 (configuration not stated)	-7.5	-4.4	27.0	-5.0	-0.1	2.0	9.0	1.9
N#C/C(=C\c1cccc(OCC(=O)O)c1)c1nc2ccccc2[nH]1	-14.0	-43.9	1.3	-7.5	0.6	6.5	0.0	2.5
COCC#Cc1ccc([C@H]2[C@@H](CO)N3CCCCN(S(=O)(=O)c4ccc(OC)cc4)C[C@@H]23)cc1	-6.1	-33.2	11.3	-0.4	-0.2	3.0	0.3	.
COc1ccc(CC(=O)NNc2ncnc3c2cnn3C)cc1	3.0	1.0	-2.0	0.4	-0.1	.	-0.1	-3.9
COc1ccc(/C=C(\NC(=O)c2ccc(OC)cc2)C(=O)Nc2cccc(C(=O)O)c2)cc1	4.6	-14.3	-6.2	0.7	0.0	46.1*	0.0	-1.1
O=[N+]([O-])c1c(NCc2ccco2)ncnc1NCc1ccco1	-5.1	-67.8	-31.1	5.7	0.1	3.7	0.2	.
CCCC(=O)Nc1ccc2c(c1)OC[C@@H](C)N(CC1CCCC1)C[C@H](C)[C@@H](OC)CN(C)C2=O	-5.6	4.3	6.4	3.0	-0.1	0.2	0.4	8.9
CCCCOc1ccc([N+](=O)[O-])cc1C(=O)O	1.5	-9.8	2.7	2.0	.	-5.1	0.1	.
COc1ccc2c3c([nH]c2c1)[C@H](CO)N(Cc1ccccc1F)CC31CN(S(C)(=O)=O)C1	.	-25.7	-3.0	-4.1	-0.1	.	0.2	.
O=C1C2C3C=CC(C4CC34)C2C(=O)N1CCc1ccccc1 (configuration not stated)	0.1	.	.	.	.	15.1	0.0	-9.0
O=C([C@@H]1[C@@H](CO)[C@@H]2Cn3c(cccc3=O)[C@@H]2N1CC1CCCC1)N1CCCCC1	1.3	-12.2	-8.5	9.9	-0.6	-10.6	0.0	.
C=CCN1Cc2ccccc2[C@H]2OC(c3ccc(OCCCO)cc3)=N[C@@]2(CCC(=O)OC(C)(C)C)C1=O	-5.2	-8.6	-4.3	-12.5	.	.	.	.
CCC1CSC(Nc2ccc(C(=O)/C=C/c3ccc(OC)c(OC)c3)cc2)=N1 (configuration not stated)	3.0	.	.	.	.	-7.6	0.1	-7.3
CNC(=O)C[C@H]1CC[C@@H]2[C@H](COC[C@@H](O)CN2C(=O)Nc2ccc(Cl)c(Cl)c2)O1	7.8	-7.2	-18.8	30.6	0.2	0.1	-0.1	-9.7
COc1ccc(N2CCN(C(=O)[C@H](C)NC(=O)c3ccccc3Cl)CC2)cc1	-9.2	-9.6	-5.1	-0.7	.	-9.4	0.1	-4.6
Brc1cccc(CSc2nnc(-c3ccncc3)o2)c1	.	-45.5	-15.8	-11.2	1.3	.	0.0	-3.0
(cont.)
SMILES	RAD54 inh	RAD52 inh	EWS-Fli inh	S100A4 inh HTS	E-sel inducer	esBAF inh	Xi reactivation	FN deposit inh
CCN(CC)CC(=O)Nc1sc(C)cc1C(=O)c1ccc(C)cc1	-4.5	-6.3	4.0	0.5	-0.2	6.1	0.0	-1.0
CC(C)=C(NC(=O)c1ccccc1Cl)C(=O)NCCc1nc2ccccc2[nH]1	-3.1	-4.3	13.6	-9.8	.	-3.4	0.0	8.3
CC(C)c1ccc(CN(C)CC(O)c2ccccc2)cc1 (configuration not stated)	.	-11.7	-12.3	17.0	-0.1	.	0.0	-2.8
COc1ccc(S(=O)(=O)NCCCn2ccnc2)cc1Cl	-1.3	6.2	1.9	0.1	-0.8	3.3	0.1	3.6
OC[C@H]1O[C@@H](O[C@@H]2[C@@H](CO)O[C@@](O)(CO)[C@H]2O)[C@H](O)[C@@H](O)[C@H]1O	7.7	-0.9	-1.5	-2.6	0.4	2.8	-0.2	-2.6
O=C(Nn1c(-c2ccc(F)cc2)nc2ccccc2c1=O)c1cccnc1	.	1.1	2.7	-0.1	.	.	0.0	-7.8
CC(C)NC(=O)Nc1ccc2c(c1)C(=O)N(C)[C@H]1CC[C@@H](CC(=O)NC3CCCCC3)O[C@@H]1CO2	2.4	.	-5.8	.	-0.1	6.7	0.3	-5.9
COc1ccc(C(C)NC(=O)C2CCCO2)cc1OC (configuration not stated)	-3.5	-6.8	-2.6	-6.5	.	-4.0	.	.

Some of these compounds in order of molar mass, ascending:
SMILES	RAD54 inh	RAD52 inh	EWS-Fli inh	S100A4 inh HTS	E-sel inducer	esBAF inh	Xi reactivation	FN deposit inh
Cc1[nH]c(C(=O)O)c(C)c1C(=O)OC(C)C	3.1	-17.0	.	-2.6	.	-5.7	.	10.8
O=C(/C=C/c1c(F)cccc1Cl)N1CCc2ccccc2C1	-1.6	-11.2	-40.3	-2.9	.	25.3	0.0	-15.2
COc1ccc(/C=C(\NC(=O)c2ccc(OC)cc2)C(=O)Nc2cccc(C(=O)O)c2)cc1	4.6	-14.3	-6.2	0.7	0.0	46.1*	0.0	-1.1
CCCCN(CCCC)CCC(O)c1cc2c(Cl)cc(Cl)cc2c2cc(C(F)(F)F)ccc12 (configuration not stated)	6.4	1.6	13.7	0.2	0.7	-3.2	0.0	10.7
CCc1nc2ccc(C(=O)Nc3cccc(OCC(=O)N(C)C)c3)cn2c1N(CCN(C)C)CC1CC1	0.6	1.9	-1.5	-0.4	.	-3.6	0.0	3.8
